Bioassay records deposited in PubChem by several laboratories.
NR2E3 ag-1 = NR2E3 (human) agonism; 320,000 tested, 0.12% active; AID 2300; GST-NR2E3/biotin-RetCOR TR-FRET, 1536-well; inhibition of corepressor binding, % at 4.78 µM;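 active means percent inhibition above the cutoff of mean plus 3 SD of all tested compounds, set per screening campaign, cut at about 20% in these data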;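 further: 0% = DMSO wells and 100% = biotin wells as full block of FRET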
Target sequence (Q9Y5X4 whole entry, looked up): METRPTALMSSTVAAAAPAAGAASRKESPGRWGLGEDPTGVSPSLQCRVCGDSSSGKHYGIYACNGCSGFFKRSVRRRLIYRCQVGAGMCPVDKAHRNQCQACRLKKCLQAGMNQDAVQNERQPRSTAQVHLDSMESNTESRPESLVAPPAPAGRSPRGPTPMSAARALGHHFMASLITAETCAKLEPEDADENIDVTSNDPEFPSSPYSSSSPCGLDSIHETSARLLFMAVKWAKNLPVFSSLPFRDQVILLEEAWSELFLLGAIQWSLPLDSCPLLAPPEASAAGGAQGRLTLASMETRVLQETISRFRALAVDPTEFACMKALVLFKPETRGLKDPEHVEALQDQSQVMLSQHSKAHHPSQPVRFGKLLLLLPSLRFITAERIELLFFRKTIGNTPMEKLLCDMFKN
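Format: 1536-well format; test system: GST-NR2E3 and biotin-RetCOR proteins; read-out basis: percent inhibition of TR-FRET ratio; timing: 5 h incubation at 4 °C; detection: time-resolved FRET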
NR2E3 ag-2 = activates human NR2E3 receptor; Q9Y5X4; inhibition of corepressor binding, % at 3.98 µM; AID 602229; CHO-S Gal4-NCOR/VP16-NR2E3 two-hybrid, luciferase; 360,000 tested, 0.35% active;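 active means inhibition above the mean of all tested compounds plus 3 SD, cut at about 70% in these data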;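 further: 0% = DMSO with NR2E3 transfected cells and 100% = cells lacking NR2E3 construct; higher means lower luciferase signal from less NR2E3 corepressor binding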
Peg3 prom inh = Peg3 promoter activity inhibition; 360,000 tested, 1.7% active; HeLa PEG-Prom luciferase reporter, luminescence, overnight; inhibition, % at 20 µM; AID 588405;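 active means inhibition of at least 50% at 20 µM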
iPSC survival up = increases survival of single human iPS cells; hiPSC single-cell survival, ATPlite luminescence; 100% = ROCK inhibitor wells, 0% = DMSO; survival enhancement, % at 20 µM; 360,000 tested, 0.044% active; AID 602274; in the data active means survival enhancement above about 18%;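 further: cells exposed to compounds for 16 hours before the ATP read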
aDG glyco up = alpha-DG glycosylation activation. AID 624168. 360,000 tested, 0.22% active. Pro5-aDG cells, alpha-DG glycosylation AlphaScreen (IIH6); 0% Pro5, 100% B10-LARGE cell signal. activation, % at 10 µM;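 active means activation of at least 8% versus controls, or a plate z-score of at least 8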;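 further: Pro5 are CHO cells carrying HIG-tagged alpha-DG that lacks glycosylation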
TWEAK-Fn14 inh = TWEAK-Fn14 signaling inhibition. TWEAK-stimulated Fn14 reporter cells, luciferase luminescence, 8 h. 360,000 tested, 2% active. inhibition, % at 10 µM; in the data active means inhibition above about 50%
Shn3 3UTR inh = Schnurri-3 reporter inhibition in Clone20 osteoblasts. 360,000 tested, 0.52% active. Clone20 osteoblast Shn3 3'UTR firefly luciferase, 24 h. inhibition, % at 12.5 µM. AID 588674;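 active means mean inhibition of at least 75% with every replicate also reaching 75%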;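 further: 0% = median of neutral control wells and 100% = pilot-screen positive control compound; some compounds past the cut are filed as inactive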
MITF TRPM1 inh = MITF TRPM1 promoter inhibition in SK-MEL-5 cells. 330,000 tested, 0.83% active. inhibition, % at 12.5 µM. SK-MEL-5 TRPM1 promoter luciferase, 24 h;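 active means mean inhibition across replicates of 60% or more, whatever share of single replicates reaches that level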; further: values of inactives mirror those of a sister screen read the other way
CF NFkB inh = cystic fibrosis NF-kB activation inhibition | KKLEB NF-kB-GFP reporter, PAF-induced, GFP fluorescence overnight | inhibition, % at 5 µM | 360,000 tested, 0.86% active | AID 588850;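 active means at least 50% inhibition at 5 µM, scaled per plate between neutral and stimulator controls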;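 further: PAF is a Pseudomonas aeruginosa culture filtrate used as stimulus; plate controls were PAF-stimulated DMSO wells for no effect and unstimulated DMSO wells for full effect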
KKLEB cytotox = reduces viability of KKLEB cystic fibrosis airway cells. KKLEB CF airway cells viability, ATPlite luminescence, overnight; hits give low values; cells stimulated with P. aeruginosa culture filtrate. activity change (cytotoxicity), % at 5 µM. 360,000 tested, 0.36% active;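 active means corrected activity change at or below -50% at 5 µM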
HIF-2a inh = inhibitors of HIF-2a; inhibition, % at 18.8 µM; 360,000 tested, 0.72% active; 786-0 RCC cells HIF-2a reporter, luciferase luminescence, overnight;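 active means inhibition of the luminescence signal of 40% or more relative to plate controls, in a single-dose primary screen at 18.75 µM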
An asterisk follows results filed as active; x = not tested or not shown.

SMILES	NR2E3 ag-1	NR2E3 ag-2	Peg3 prom inh	iPSC survival up	aDG glyco up	TWEAK-Fn14 inh	Shn3 3UTR inh	MITF TRPM1 inh	CF NFkB inh	KKLEB cytotox	HIF-2a inh
COc1ccc(-c2nn(-c3ccccc3)cc2/C=N/NC(=O)c2cccc(S(=O)(=O)Nc3ccccc3Cl)c2)cc1	2	-33	-182	-0.9	0.1	56*	-10	-27	-12	-16	-86
CCOC(=O)c1ccc(S(=O)(=O)N2CCN(C3CC(=O)N(c4ccccc4C(F)(F)F)C3=O)CC2)cc1 (stereo not drawn)	x	8	9	-0.2	-0.4	12	0	-10	0	15	18
O=C(NCCCn1ccnc1)c1ccccc1NS(=O)(=O)c1ccc(F)c(F)c1	4	-29	12	-1.5	0.1	-5	-4	2	2	-6	15
O=C(Nn1cnc2ccccc2c1=O)c1ccc([N+](=O)[O-])cc1Cl	2	-17	-13	0.2	-0.4	1	-6	-5	5	1	-2
C=CCNC(=O)C1CC2Cn3c(nc4cc5ccccc5cc43)C2N1C (stereo not drawn)	-2	-5	-43	0.6	-0.1	-1	-11	-14	-2	-6	-48
COc1ccc(NC(=O)CN2C(=O)NC(C)(c3ccc4c(c3)OCO4)C2=O)cc1S(N)(=O)=O (stereo not drawn)	x	8	7	-1.9	0.2	-3	0	-2	-9	6	2
Cc1nn(CC(=O)NNC(=O)c2ccccc2F)c([N+](=O)[O-])c1Br	0	10	14	-0.6	0.0	15	-12	x	-15	-12	13
CCCCCC(=O)Nc1cccc(C2=NOC3(C2)C[C@H](C(N)=O)N(C(=O)COc2ccc(Cl)cc2)C3)c1 (stereo partly drawn)	0	-3	23	6.5	0.0	9	9	9	-24	-1	-7
Cc1ccc(C)c(NC(=S)NCCc2ccc(F)cc2)c1	1	6	17	-3.9	1.2	3	6	-3	3	14	10
Cc1ccc(OCCN2CCN(c3ncnc4sc(C)c(C)c34)CC2)cc1	2	92*	19	0.8	2.8	50*	84	38	2	-17	11
Cc1ccc(S(=O)(=O)N2CCOc3ccccc32)c(C)c1NS(C)(=O)=O	2	0	10	-0.1	-0.1	95*	17	-14	2	4	23
COCCOc1cc(NC(=O)CS(=O)(=O)CC(=O)N(C)C)c(Cl)cc1Cl	5	-10	3	2.6	0.8	-14	-13	9	10	-11	4
O=C(NC1CCCCC1)c1ccc(-n2cnnn2)cc1	2	-10	-1	-0.1	0.0	-13	11	-9	1	-13	-10
O=C(COC(=O)CN1C(=O)C(=O)c2ccccc21)OCN1C(=O)c2ccccc2C1=O	2	6	6	0.0	-0.4	1	-11	6	-13	9	16
Cc1ccc(C2=NOC3(CC(=O)N(c4ccccc4)C3=O)C2)cc1 (stereo not drawn)	4	2	17	-0.2	0.0	-5	0	-3	5	-11	14
O=C(OCC(=O)N1CCN(C(=O)c2ccco2)CC1)c1cccc(S(=O)(=O)N2CCc3ccccc32)c1	2	-8	0	-1.0	0.0	11	32	50	16	-13	22
CCOc1ccccc1NS(=O)(=O)c1ccc(Br)s1	1	-11	22	4.0	-0.2	-1	3	-1	13	-1	22
CCCn1c(=O)[nH]c(=O)c2c1nc(-c1cc([N+](=O)[O-])ccc1Cl)n2CCOC	9	-22	8	0.3	0.1	-6	4	-3	6	-2	0
CC(C)(C)Cc1c(-c2ccc(F)cc2)nc2ccc(Br)cn12	x	10	3	-4.3	0.1	-17	34	x	3	18	-50
CCCCNC(=O)c1cn(C)c2ccc(S(=O)(=O)N3CC(C)CC(C)C3)cc2c1=O (stereo not drawn)	1	-4	32	-0.3	0.3	9	39	14	0	1	8
O=C(O)Cn1cc(C(=S)N2CCOCC2)c2ccccc21	1	14	8	0.2	-0.2	-1	-8	6	7	-7	-7
Cc1c(C(=O)NCCSc2ccc(Cl)cc2)cccc1[N+](=O)[O-]	-2	-23	6	5.0	0.2	-16	9	6	-8	-2	19
S=C(NCc1cccs1)Nc1cccc2ccccc12	-3	-9	-17	-0.3	0.7	26	-28	-1	21	5	-56
Cc1ccc(N(C(=O)Cn2nnc(-c3ccccc3F)n2)C(C(=O)NC2CCCC2)c2ccncc2)cc1 (stereo not drawn)	5	-29	1	0.1	0.0	-16	-6	x	10	3	8
Cn1cnnc1SCC(=O)N1N=C(c2ccc(Cl)cc2)CC1c1ccco1 (stereo not drawn)	1	13	6	-0.2	0.3	-12	-10	-3	22	6	22
CC1(C)CC(N2CCCC2)=CC(=[N+]2CCCCC2)C1	-3	-22	23	-4.1	0.2	24	64	33	7	-3	20
C#CCOCCOCCOCCNc1nc(N2CCN(C(=O)[C@H](CCC(=O)O)n3cc(C(N)Cc4ccc(O)cc4)nn3)CC2)nc(N2CCN(C(=O)[C@H](CCC(=O)O)n3cc(C(N)[C@H](C)CC)nn3)CC2)n1 (stereo partly drawn)	3	-29	-6	0.2	-0.1	-5	-4	-7	2	6	16
Cc1cc(C)c(NC(=S)N2CCN(c3ccc([N+](=O)[O-])cn3)CC2)cc1C	1	-14	6	-0.7	0.3	-7	13	x	-5	6	-3
CN(CC(=O)N1CCN(c2ncccn2)CC1)S(=O)(=O)c1ccc(Cl)cc1	4	-4	6	0.7	-0.2	1	13	10	17	2	0
CS(=O)(=O)c1ccccc1C(=O)Nc1cccc2ncccc12	2	-1	4	-0.5	-0.1	1	-10	9	0	5	4
C/C(=N\NC(=O)c1nnn(-c2nonc2N)c1CN(C)C)c1ccco1	0	-25	-3	-0.6	-0.2	-13	-12	3	2	-3	21
Cc1ccc(C)c2c1CCCC2=O	x	2	2	3.4	-0.2	3	7	x	20	-4	13
Cc1ccc(S(=O)(=O)NC(=O)C2(C)CCN2C(=O)c2ccccc2CCc2ccccc2)nc1 (stereo not drawn)	x	-13	9	-1.7	-0.1	-5	1	x	16	5	7
Cc1nc(NCc2ccco2)[nH]c(=O)c1CCC(C)C	0	16	-13	-0.6	0.2	9	5	-7	0	1	8
CCOC(=O)c1c(C)[nH]c(C(=O)OCC(=O)Nc2cc(C)ccc2OC)c1C	0	-12	30	-0.3	0.8	-23	25	17	50*	-42	25
CCOC(=O)CSCC(=O)Nc1c(C(=O)C2CC2)oc2ccccc12	1	-7	5	-1.5	0.0	-5	-18	-1	-8	-2	-6
Nc1cc(C(=O)OCC(=O)N2CCOCC2)ccc1Cl	4	-24	-116	1.9	-0.1	-22	-13	-10	2	4	-81
Cc1oc2cc3oc(=O)c(CC(=O)N[C@H](C(=O)N[C@@H](C(=O)O)c4ccccc4)C(C)C)c(C)c3cc2c1C	-2	-8	3	-1.9	-0.3	-17	-1	9	-5	12	-12
COc1ccc(-c2csc3nc(-c4ccccc4F)oc(=O)c23)cc1OC	3	-14	16	-0.2	0.4	48	17	5	14	-26	5
COC(=O)c1cccc2c(C(=O)O)cc(-c3ccccc3)nc12	x	2	-13	-1.7	-0.1	-13	9	-8	7	2	-6
CCOC(=O)c1nc(C)n(-c2cc(OC)c(Cl)cc2Cl)n1	5	-9	0	1.0	-0.3	-6	16	11	2	11	9
O=C1CSCC(=O)N1Cc1ccc(Cl)c(Cl)c1	0	-11	2	0.1	-0.2	10	6	-15	18	-5	13
O=C(CN1CCN(c2cccc(Cl)c2)CC1)c1ccc(O)cc1O	-1	-5	-5	-0.3	-0.4	-2	-11	-3	3	-12	-4
O=C(COC(=O)C12CC3CC(CC(O)(C3)C1)C2)NCCc1ccc(Cl)cc1	-1	6	6	-1.8	0.6	11	0	-8	8	-3	8
COc1ccc(Cl)cc1NC(=O)CSc1nnc(C2CC2)n1N	x	-11	20	-0.5	-0.1	8	-1	0	-20	13	16
O=C(CCN1C(=O)c2cccc3cccc(c23)C1=O)NC1CCS(=O)(=O)C1 (stereo not drawn)	-1	-12	-2	1.1	0.0	-7	-18	19	-25	16	0
Cc1nc2cc(Nc3ccncc3)ccc2s1	-2	-24	12	-0.5	0.2	-6	6	7	8	-14	-5
COC(=O)/C=C1/S/C(=N/NC(=O)c2ccc(Cl)cc2Cl)NC1=O	-1	-42	6	0.1	0.0	0	12	x	-4	-4	14
NC(=O)c1ccsc1NC(=O)COC(=O)COc1ccc(C=O)cc1	1	1	1	-1.5	-0.2	-1	8	0	-15	12	2
COc1ccccc1C(=O)N(Cc1sccc1C)C1CCS(=O)(=O)C1 (stereo not drawn)	2	-19	8	-0.2	-0.4	-12	-10	11	-10	-7	-4
COc1ccccc1-c1coc2c(CN3C(C)CCCC3C)c(O)ccc2c1=O (stereo not drawn)	9	-16	14	0.1	-0.1	-4	-3	0	1	-6	16
O=C(CCNS(=O)(=O)c1ccccc1C(F)(F)F)NC1CCCCCC1	x	5	3	-0.4	0.0	-9	12	3	-8	-19	5
CC(Sc1nnc(C2CC2)n1C1CC1)C(=O)NC1(C#N)CCCCC1 (stereo not drawn)	3	-27	5	-0.2	0.0	20	-25	-1	-5	6	12
O=C(CN1CCOCC1)Nc1nc2cc([N+](=O)[O-])ccc2s1	1	-39	-12	-0.7	0.0	-8	-7	-3	-14	8	-35
O=C1[C@H]2[C@@H](c3ccc(C(F)(F)F)cc3)N[C@]3(CCCN(Cc4ccco4)C3=O)[C@H]2C(=O)N1Cc1ccccc1	x	-28	-2	-2.4	0.0	3	-15	x	-6	2	6
CCOC(=O)CCc1n[nH]c(=O)[nH]c1=O	-1	-8	6	-0.4	0.1	4	-10	1	-11	-2	21
CC(C)Cn1c(N)c(C(=O)COC(=O)C2Cc3ccccc3CN2S(C)(=O)=O)c(=O)n(C)c1=O (stereo not drawn)	1	43	18	0.1	1.1	-19	85	8	4	-9	11
CC(=O)COc1ccc2c(C)c(C)c(=O)oc2c1	1	-37	-127	3.4	-0.4	-37	-28	-38	-9	-2	-145
COC(=O)C1=CN(CCOC23CC4CC(CC(C4)C2)C3)C=C(C(=O)OC)C1c1ccsc1	0	-9	26	4.8	0.5	35	30	7	18	-15	26
CS(=O)(=O)n1nc(NCc2cccs2)nc1NCc1cccs1	1	-14	-2	-0.8	0.4	1	2	1	-4	0	11

Exported with values under each structure: entries from further up.
Each structure is followed by: NR2E3 ag-1, NR2E3 ag-2, Peg3 prom inh, iPSC survival up, aDG glyco up, TWEAK-Fn14 inh, Shn3 3UTR inh, MITF TRPM1 inh, CF NFkB inh, KKLEB cytotox, HIF-2a inh
> CC(Sc1nnc(C2CC2)n1C1CC1)C(=O)NC1(C#N)CCCCC1 (stereo not drawn)
→ 3, -27, 5, -0.2, 0.0, 20, -25, -1, -5, 6, 12
> COC(=O)/C=C1/S/C(=N/NC(=O)c2ccc(Cl)cc2Cl)NC1=O
→ -1, -42, 6, 0.1, 0.0, 0, 12, x, -4, -4, 14
> COc1ccccc1C(=O)N(Cc1sccc1C)C1CCS(=O)(=O)C1 (stereo not drawn)
→ 2, -19, 8, -0.2, -0.4, -12, -10, 11, -10, -7, -4
> COc1ccccc1-c1coc2c(CN3C(C)CCCC3C)c(O)ccc2c1=O (stereo not drawn)
→ 9, -16, 14, 0.1, -0.1, -4, -3, 0, 1, -6, 16
> CS(=O)(=O)n1nc(NCc2cccs2)nc1NCc1cccs1
→ 1, -14, -2, -0.8, 0.4, 1, 2, 1, -4, 0, 11
